GSH bead fluor: GSH bead compound fluorescence profile; 0.25% of 190,000 active; fluorescence (KMESF) at 10 µM; GSH beads flow cytometry, compound fluorescence 488/530 nm; hits give high values; in the data active = fluorescence above about 89;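 note: glutathione beads carrying GST-tagged Bcl family fusion proteins plus one bare bead set; values are compound well signal with DMSO vehicle wells as background; inactives centre near 16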
Rac1 wt modul: human Rac1 wildtype GTP binding, inhibitors and activators; P63000; GST-Rac1 beads, fluorescent GTP binding, flow cytometry; actives lie on both sides; 0 = cold GTP competed, 100 = untreated; GTP binding activity (% of control), % at 10 µM; 0.27% of 190,000 active; AID 757;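 active = GTP binding activity at least 20 points away from the 100% control level, either lower or higher; inconclusive = compound flagged as likely green fluorescent, judged across all proteins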
Mcl1 Noxa PPI: Mcl-1/Noxa interaction inhibition | Q07820 | TR-FRET Mcl-1/Noxa peptide binding, 2 h | inhibition, % at 21.7 µM | 1.5% of 220,000 active;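 active = compounds that cut the protein-peptide binding signal by more than 50% relative to plate controls in a single-dose test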;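 note: His-tagged Mcl-1 with rhodamine Noxa BH3 peptide and terbium anti-His antibody; 0% = Mcl-1 plus Noxa peptide wells and 100% = peptide-only wells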
Target sequence (Q07820 whole entry, looked up): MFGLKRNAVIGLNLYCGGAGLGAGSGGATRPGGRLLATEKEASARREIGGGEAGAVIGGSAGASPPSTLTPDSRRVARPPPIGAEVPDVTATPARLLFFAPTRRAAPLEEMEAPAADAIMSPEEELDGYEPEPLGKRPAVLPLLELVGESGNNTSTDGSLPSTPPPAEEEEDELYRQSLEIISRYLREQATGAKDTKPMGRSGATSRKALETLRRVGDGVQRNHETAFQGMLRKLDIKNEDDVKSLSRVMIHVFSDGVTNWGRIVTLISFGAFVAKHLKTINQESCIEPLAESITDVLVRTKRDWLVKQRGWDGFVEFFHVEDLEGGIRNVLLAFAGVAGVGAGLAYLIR
Cdc42 wt GTP: modulators (inhibitors or activators) of GTP binding to human Cdc42 wildtype; GST-Cdc42 beads, Bodipy-GTP binding, flow cytometry; actives lie on both sides; 0.2% of 190,000 active; percent activity (GTP binding), % at 10 µM; P60953;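 active = percent activity GTP binding at least 20 points away from the 100% baseline, either down as inhibitor or up as activator; inconclusive = compound flagged as likely green fluorescent from well-wide comparison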;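 note: median bead fluorescence of bound Bodipy-FL-GTP at 100 nM; 0% = excess unlabeled GTP control and 100% = no compound control; below 100% means less GTP binding so inhibitor and above means activator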
Target sequence (P60953 whole entry, looked up): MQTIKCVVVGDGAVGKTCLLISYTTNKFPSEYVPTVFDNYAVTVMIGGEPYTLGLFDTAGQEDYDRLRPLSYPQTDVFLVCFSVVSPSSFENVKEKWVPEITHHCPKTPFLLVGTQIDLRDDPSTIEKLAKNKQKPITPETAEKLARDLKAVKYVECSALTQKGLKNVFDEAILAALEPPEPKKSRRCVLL
Avidin fluor: avidin bead compound fluorescence profile; 0.38% of 220,000 active; Avidin beads, compound fluorescence 488/530 nm, flow cytometry; hits give high values; AID 1775; fluorescence (KMESF) at 10 µM; in the data active = fluorescence above about 47; note: inactives centre near 10
Mcl1-Bid inh: disrupts binding of human Mcl-1 to Bid peptide. AID 1021. TR-FRET Mcl-1/Bid-Dy647 peptide binding, 1536-well. inhibition, % at 21.7 µM. 0.97% of 220,000 active. Q07820;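 active = compounds that cut the binding signal by more than half at the single screening dose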;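 note: His-tagged Mcl-1 with europium anti-His antibody binding Bid BH3 peptide; 0% = Mcl-1 plus peptide wells and 100% = peptide-only wells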
Pf gamet viab: P. falciparum stage V gametocyte viability inhibition; P. falciparum stage V gametocytes, ATP luminescence, 24 h; inhibition, % at 10.9 µM; 0.065% of 150,000 active; AID 743093;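 active = inhibition above the mean plus 3 SD of compounds within the control limits, set per campaign, cut at about 38% in these data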;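 note: 0% = DMSO wells and 100% = medium only without gametocytes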
Rab2 wt GTP: changes GTP binding to wildtype dog Rab2A, up or down; P61105; GST-Rab2 wt beads, Bodipy-GTP binding, flow cytometry; GTP binding activity, % at 10 µM; 0.19% of 190,000 active; AID 760;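 active = GTP binding activity at least 20 points away from 100%, either lowered or raised; inconclusive = signal likely due to the compound's own green fluorescence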;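 note: 0% = beads with excess unlabeled GTP and 100% = no-compound control corrected for plate trend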
Rac1 act GTP bind: alters GTP binding to activated mutant human Rac1. percent activity (GTP binding), % at 10 µM. 0.11% of 190,000 active. GST-Rac1 activated beads, fluorescent GTP binding, flow cytometry; actives lie on both sides; 100% means binding = to untreated wells. P63000;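 active = GTP binding at least 20 percentage points away from the 100% baseline, in either direction, so actives lie on both sides; inconclusive = Compound likely fluorescent itself, or too few beads counted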
HRas wt GTP bind: changes GTP binding to wildtype human HRas. 0.14% of 190,000 active. GTP binding activity, % at 10 µM. AID 759. P01112. GST-Ras wt beads, Bodipy-FL-GTP binding, flow cytometry; actives lie on both sides;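 active = GTP binding activity at least 20% away from the 100% baseline, either lowered as inhibitor or raised as activator; inconclusive = flagged as likely green fluorescent, judged across all proteins in the well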;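 note: 0% = unlabeled GTP competition control and 100% = no-compound control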
Target sequence (P01112 whole entry, looked up): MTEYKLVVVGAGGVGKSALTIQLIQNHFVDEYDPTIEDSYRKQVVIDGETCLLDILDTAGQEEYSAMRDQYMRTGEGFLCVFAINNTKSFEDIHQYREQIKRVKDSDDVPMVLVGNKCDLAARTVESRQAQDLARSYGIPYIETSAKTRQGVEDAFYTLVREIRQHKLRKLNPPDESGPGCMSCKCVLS
Rab7 wt GTP bind: modulators of GTP binding to dog Rab7 wildtype GTPase; GTP binding activity (percent of control), % at 10 µM; 0.055% of 190,000 active; GST-Rab7 beads, fluorescent GTP binding, flow cytometry; actives lie on both sides; untreated = 100%, excess cold GTP = 0%;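 active = fluorescent GTP binding to Rab7 beads changed by at least 20 points from the 100% baseline, either direction, mostly lower; inconclusive = compound itself probably fluorescent, or too few beads counted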;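 note: median green fluorescence of bound Bodipy-FL-GTP per Rab7 bead population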
The depositor's hits bear a star.

What do the screens show for `CC(=O)Oc1ccc2nc(CN3C(=O)c4ccc([N+](=O)[O-])cc4C3=O)oc(=O)c2c1`?
GSH bead fluor: 13; Rac1 wt modul: inconclusive; Mcl1 Noxa PPI: 10; Cdc42 wt GTP: inconclusive; Avidin fluor: 10; Mcl1-Bid inh: 0; Rab2 wt GTP: inconclusive; Rac1 act GTP bind: inconclusive; HRas wt GTP bind: inconclusive; Rab7 wt GTP bind: inconclusive

Results for CCCCCc1nnc(NC(=O)Cc2cccs2)s1 ?
GSH bead fluor: 40; Rac1 wt modul: 102; Mcl1 Noxa PPI: 67*; Cdc42 wt GTP: 103; Avidin fluor: 4; Mcl1-Bid inh: 7; Rab2 wt GTP: 100; Rac1 act GTP bind: 97; HRas wt GTP bind: 102; Rab7 wt GTP bind: 103

Results for CCc1noc(C)c1C(=O)N1CCCC1 ?
GSH bead fluor: 33; Rac1 wt modul: 103; Mcl1 Noxa PPI: 35; Cdc42 wt GTP: 97; Avidin fluor: 13; Mcl1-Bid inh: -6; Rab2 wt GTP: 99; Rac1 act GTP bind: 98; HRas wt GTP bind: 100; Rab7 wt GTP bind: 99

How did CC(=O)Nc1ccc(S(=O)(=O)NC(CC(=O)NCCc2ccccc2)C(C)C)cc1 (stereo not given) do in these assays?
GSH bead fluor: 14; Rac1 wt modul: 103; Mcl1 Noxa PPI: 19; Cdc42 wt GTP: 108; Avidin fluor: 14; Mcl1-Bid inh: -24; Rab2 wt GTP: 105; Rac1 act GTP bind: 100; HRas wt GTP bind: 106; Rab7 wt GTP bind: 107

How did CCOC(=O)N1CCN(c2c(NCCCN(CC)Cc3ccccc3)c(=O)c2=O)CC1 do in these assays?
GSH bead fluor: 17; Rac1 wt modul: 103; Mcl1 Noxa PPI: 77*; Cdc42 wt GTP: 103; Avidin fluor: 8; Mcl1-Bid inh: -49; Rab2 wt GTP: 101; Rac1 act GTP bind: 100; HRas wt GTP bind: 102; Rab7 wt GTP bind: 104

How did CCC(c1nnnn1Cc1cccs1)N1CCN(C(=O)c2ccco2)CC1 (stereo not given) do in these assays?
GSH bead fluor: 9; Rac1 wt modul: 95; Mcl1 Noxa PPI: 3; Cdc42 wt GTP: 94; Avidin fluor: 5; Mcl1-Bid inh: 5; Rab2 wt GTP: 95; Rac1 act GTP bind: 93; HRas wt GTP bind: 94; Rab7 wt GTP bind: 100

How did CCOC(=O)Cn1cc([N+](=O)[O-])c(OC)n1 do in these assays?
GSH bead fluor: 21; Rac1 wt modul: 101; Mcl1 Noxa PPI: 36; Cdc42 wt GTP: 103; Avidin fluor: 5; Mcl1-Bid inh: -16; Rab2 wt GTP: 101; Rac1 act GTP bind: 98; HRas wt GTP bind: 102; Rab7 wt GTP bind: 101

Results for CCOC(=O)Cc1nc2cc(Cl)ccc2o1 ?
GSH bead fluor: 9; Rac1 wt modul: 100; Mcl1 Noxa PPI: 5; Cdc42 wt GTP: 95; Avidin fluor: 9; Mcl1-Bid inh: 2; Pf gamet viab: 9; Rab2 wt GTP: 95; Rac1 act GTP bind: 95; HRas wt GTP bind: 95; Rab7 wt GTP bind: 93

How did CCN(CC)S(=O)(=O)c1ccc(/C(O)=C2/C(=O)C(=O)N(CCOC)C2c2ccccc2)cc1 (stereo not given) do in these assays?
GSH bead fluor: 29; Rac1 wt modul: 99; Mcl1 Noxa PPI: 5; Cdc42 wt GTP: 99; Avidin fluor: 10; Mcl1-Bid inh: -8; Pf gamet viab: -52; Rab2 wt GTP: 96; Rac1 act GTP bind: 96; HRas wt GTP bind: 98; Rab7 wt GTP bind: 95

How did C=CCNC(=S)Nc1ccc(C)cc1[N+](=O)[O-] do in these assays?
GSH bead fluor: 10; Rac1 wt modul: 96; Mcl1 Noxa PPI: 16; Cdc42 wt GTP: 90; Avidin fluor: 2; Mcl1-Bid inh: -29; Pf gamet viab: 15; Rab2 wt GTP: 96; Rac1 act GTP bind: 93; HRas wt GTP bind: 92; Rab7 wt GTP bind: 95

How did CC1CC(C)CN(CCCSc2ccccc2)C1 (stereo not given) do in these assays?
GSH bead fluor: 10; Rac1 wt modul: 102; Mcl1 Noxa PPI: 26; Cdc42 wt GTP: 97; Avidin fluor: 3; Mcl1-Bid inh: 39; Rab2 wt GTP: 99; Rac1 act GTP bind: 97; HRas wt GTP bind: 97; Rab7 wt GTP bind: 99

What do the screens show for `CCc1c(C)nc2ncnn2c1NCCc1ccccc1`?
GSH bead fluor: 18; Rac1 wt modul: 101; Mcl1 Noxa PPI: -7; Cdc42 wt GTP: 100; Avidin fluor: 36; Mcl1-Bid inh: -8; Rab2 wt GTP: 102; Rac1 act GTP bind: 99; HRas wt GTP bind: 102; Rab7 wt GTP bind: 102

Results for O=C(N/N=C1\CCCc2ccccc21)c1cccc(Br)c1 ?
GSH bead fluor: 13; Rac1 wt modul: 101; Mcl1 Noxa PPI: 5; Cdc42 wt GTP: 100; Avidin fluor: 8; Mcl1-Bid inh: -16; Pf gamet viab: 12; Rab2 wt GTP: 104; Rac1 act GTP bind: 95; HRas wt GTP bind: 100; Rab7 wt GTP bind: 107

Results for CC(=O)Nc1ccc(NC(=O)C2CC(=O)N(c3cccc(C)c3C)C2)cc1 (stereo not given) ?
GSH bead fluor: 17; Rac1 wt modul: 100; Mcl1 Noxa PPI: 3; Cdc42 wt GTP: 99; Avidin fluor: 4; Mcl1-Bid inh: -29; Rab2 wt GTP: 98; Rac1 act GTP bind: 98; HRas wt GTP bind: 100; Rab7 wt GTP bind: 99

How did COc1cccc(S(=O)(=O)Nc2ccc(C(=O)NCc3ccco3)cc2)c1 do in these assays?
GSH bead fluor: 17; Rac1 wt modul: 108; Mcl1 Noxa PPI: 4; Cdc42 wt GTP: 101; Avidin fluor: 10; Mcl1-Bid inh: -16; Rab2 wt GTP: 101; Rac1 act GTP bind: 99; HRas wt GTP bind: 101; Rab7 wt GTP bind: 101

Results for O=C(Cc1ccccc1)NNC(=O)c1cnccn1 ?
GSH bead fluor: 14; Rac1 wt modul: 102; Mcl1 Noxa PPI: -23; Cdc42 wt GTP: 99; Avidin fluor: 7; Mcl1-Bid inh: -54; Pf gamet viab: -18; Rab2 wt GTP: 103; Rac1 act GTP bind: 101; HRas wt GTP bind: 98; Rab7 wt GTP bind: 97

How did NCCCC[C@H](NC(=O)C1CCNCC1)c1nnc([C@@H](N)Cc2ccc(O)cc2)o1 do in these assays?
GSH bead fluor: 20; Rac1 wt modul: 96; Mcl1 Noxa PPI: -10; Cdc42 wt GTP: 97; Avidin fluor: 5; Mcl1-Bid inh: -12; Pf gamet viab: -13; Rab2 wt GTP: 99; Rac1 act GTP bind: 95; HRas wt GTP bind: 96; Rab7 wt GTP bind: 106

Results for COc1cccc(C(=O)Cn2c(=N)n(C)c3ccccc32)c1 ?
GSH bead fluor: 11; Rac1 wt modul: 108; Mcl1 Noxa PPI: -1; Cdc42 wt GTP: 107; Avidin fluor: 21; Mcl1-Bid inh: -45; Rab2 wt GTP: 100; Rac1 act GTP bind: 101; HRas wt GTP bind: 103; Rab7 wt GTP bind: 101

How did CN(CC(=O)Nc1ccc(F)cc1)C(=O)CSc1nc2ncc(Cl)cc2[nH]1 do in these assays?
GSH bead fluor: 16; Rac1 wt modul: 101; Mcl1 Noxa PPI: 67*; Cdc42 wt GTP: 93; Avidin fluor: 23; Mcl1-Bid inh: -5; Pf gamet viab: -9; Rab2 wt GTP: 95; Rac1 act GTP bind: 96; HRas wt GTP bind: 97; Rab7 wt GTP bind: 100

Results for O=C(Nc1ccc(N2C(=O)C3C4C=CC(C4)C3C2=O)cc1)Nc1nnc(C(F)(F)F)s1 (stereo not given) ?
GSH bead fluor: 19; Rac1 wt modul: 111; Mcl1 Noxa PPI: 25; Cdc42 wt GTP: 104; Avidin fluor: 9; Mcl1-Bid inh: 1; Rab2 wt GTP: 105; Rac1 act GTP bind: 101; HRas wt GTP bind: 105; Rab7 wt GTP bind: 105

How did Cc1ccc2c(c1)c1nnc(SCC(=O)N3CCN(c4ccc(F)cc4)CC3)nc1n2CC(=O)O do in these assays?
GSH bead fluor: 9; Rac1 wt modul: 86; Mcl1 Noxa PPI: -8; Cdc42 wt GTP: 89; Avidin fluor: 10; Mcl1-Bid inh: -27; Pf gamet viab: 3; Rab2 wt GTP: 87; Rac1 act GTP bind: 84; HRas wt GTP bind: 90; Rab7 wt GTP bind: 91

Results for CCc1cccc(C)c1N(C(=O)Cn1c(COC)nc2ccccc21)C(C)COC (stereo not given) ?
GSH bead fluor: 22; Rac1 wt modul: 102; Mcl1 Noxa PPI: 8; Cdc42 wt GTP: 102; Avidin fluor: 25; Mcl1-Bid inh: -32; Pf gamet viab: -42; Rab2 wt GTP: 98; Rac1 act GTP bind: 98; HRas wt GTP bind: 99; Rab7 wt GTP bind: 101

How did Cc1ccc(C2Nc3ccccc3-c3nc4ccccc4n32)o1 (stereo not given) do in these assays?
GSH bead fluor: 25; Rac1 wt modul: 106; Mcl1 Noxa PPI: 8; Cdc42 wt GTP: 102; Avidin fluor: 34; Mcl1-Bid inh: -20; Rab2 wt GTP: 100; Rac1 act GTP bind: 97; HRas wt GTP bind: 100; Rab7 wt GTP bind: 102

How did CCOC(=O)C1CCN(C(=O)CSc2ccccc2Cl)CC1 do in these assays?
GSH bead fluor: 15; Rac1 wt modul: 100; Mcl1 Noxa PPI: 6; Cdc42 wt GTP: 98; Avidin fluor: 10; Mcl1-Bid inh: -5; Pf gamet viab: 1; Rab2 wt GTP: 99; Rac1 act GTP bind: 96; HRas wt GTP bind: 98; Rab7 wt GTP bind: 102

How did Nc1cc2c([N+](=O)[O-])cccc2o1 do in these assays?
GSH bead fluor: 11; Rac1 wt modul: 100; Mcl1 Noxa PPI: 18; Cdc42 wt GTP: 99; Avidin fluor: 10; Mcl1-Bid inh: -44; Pf gamet viab: -5; Rab2 wt GTP: 99; Rac1 act GTP bind: 99; HRas wt GTP bind: 101; Rab7 wt GTP bind: 99

Results for c1ccc(CCn2c(C3CC3)nc3ccccc32)cc1 ?
GSH bead fluor: 9; Rac1 wt modul: 104; Mcl1 Noxa PPI: -9; Cdc42 wt GTP: 103; Avidin fluor: 9; Mcl1-Bid inh: -8; Rab2 wt GTP: 101; Rac1 act GTP bind: 99; HRas wt GTP bind: 100; Rab7 wt GTP bind: 100
